eIF4E 4G PPI = blocks eIF4E binding to eIF4G; P63073+Q04637; TR-FRET eIF4E-eIF4GI(517-606) binding, 2 h; inhibition, % at 21.7 µM; hit rate 0.37% among 220,000; AID 782;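 active means inhibition above about 30%, limit read from the data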;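 further: 0% = full FRET control wells and 100% = background wells lacking eIF4GI fragment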
NPY-Y1 antag = NPY-Y1 (human) receptor antagonism | AID 1040 | inhibition, % at 3.6 µM | hit rate 1% among 200,000 | P25929 | HEK293-CNG Y1 cells, membrane potential fluorescence; NPY at EC95, then isoproterenol;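 active means inhibition above the campaign mean inhibition of all tested compounds plus 3 SD, cut at about 20% in these data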;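 further: 0% = DMSO wells given NPY plus isoproterenol and 100% = isoproterenol alone without NPY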
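Material: HEK293 cells co-expressing NPY Y1 receptor and cyclic-nucleotide gated channel. Timing: compound incubation 1 h at room temperature, readout 45 min post-stimulation. Signal: fluorescence, membrane potential probe.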
S1P4 ag = human S1P4 receptor agonism; O95977; S1P4-expressing cell line, agonist reporter assay; activation, % at 4.98 µM; hit rate 0.35% among 220,000; in the data active means activation above about 11%;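 further: 0% = DMSO vehicle and 100% = reference agonist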
NPY-Y1 PAM-ag = human NPY-Y1 potentiation or agonism, primary screen | P25929 | activation, % at 3.6 µM | NPY-Y1 expressing cells, potentiator/agonist activation | AID 1304 | hit rate 0.37% among 220,000; in the data active means activation above about 33%, passing the limit was not always enough;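 further: cells stimulated with NPY at EC10 then isoproterenol at EC100; 0% = low agonist plus stimulus and 100% = saturating agonist plus stimulus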
EP2 modulator = EP2 receptor (human) modulation; P43116; EP2-expressing cells, cAMP HTRF FRET, PGE2 co-stimulation; induction, % at 25 µM; hit rate 0.83% among 260,000; AID 940;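 active means compounds whose cAMP rise, as percent of the full-agonist control response, exceeds 60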;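 further: rat C6 glioma line stably carrying human EP2 under a CMV promoter; the protocol text gives 20 µM as final concentration; 100% = response of wells given 1 µM PGE2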
Target sequence (P43116 whole entry, looked up): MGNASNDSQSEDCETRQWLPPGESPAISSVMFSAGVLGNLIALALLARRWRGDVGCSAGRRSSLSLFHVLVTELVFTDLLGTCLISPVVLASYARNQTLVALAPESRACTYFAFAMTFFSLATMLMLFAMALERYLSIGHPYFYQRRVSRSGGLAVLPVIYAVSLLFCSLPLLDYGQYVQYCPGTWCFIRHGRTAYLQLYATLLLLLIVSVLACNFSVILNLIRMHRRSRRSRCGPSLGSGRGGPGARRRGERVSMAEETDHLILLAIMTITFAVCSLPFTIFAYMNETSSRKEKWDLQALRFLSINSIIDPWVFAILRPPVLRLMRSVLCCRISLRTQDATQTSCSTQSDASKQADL
S1P4 antagonist = antagonists of human S1P4 receptor; O95977; S1P4-expressing cells, antagonist mode, reporter read-out; inhibition, % at 4.98 µM; hit rate 0.26% among 220,000; in the data active means inhibition above about 29%;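 further: 0% = wells stimulated with agonist and 100% = vehicle wells without agonist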
p97 ATPase inh = inhibitors of human p97 ATPase | hit rate 0.42% among 220,000 | AID 1481 | P55072 | inhibition, % at 8 µM | recombinant p97 ATPase, Kinase-Glo ATP luminescence, 3 h; in the data active means inhibition above about 15%;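 further: 0% = DMSO vehicle and 100% = wells lacking enzyme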
PGE2 EP2 inh = EP2 receptor (human) inhibition | C6 glioma cells expressing human EP2, cAMP TR-FRET; cells stimulated with saturating PGE2 | inhibition, % at 25 µM | hit rate 0.52% among 260,000;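 active means percent inhibition above 40 after rounding to a whole number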;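 further: rat C6 glioma host cells with rolipram phosphodiesterase inhibitor present; the protocol text gives 20 µM as final concentration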
NPY2 pot ag = potentiates or activates human NPY-Y2 receptor. cells expressing NPY-Y2, potentiator/agonist read-out. P49146. activation, % at 3.6 µM. hit rate 0.45% among 220,000; in the data active means activation above about 27%;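 further: cells stimulated with NPY near EC25 plus isoproterenol at EC100; 0% = vehicle plus submaximal agonist and 100% = vehicle plus saturating agonist; some results beyond the cut were filed as inactive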
Target sequence (P49146 whole entry, looked up): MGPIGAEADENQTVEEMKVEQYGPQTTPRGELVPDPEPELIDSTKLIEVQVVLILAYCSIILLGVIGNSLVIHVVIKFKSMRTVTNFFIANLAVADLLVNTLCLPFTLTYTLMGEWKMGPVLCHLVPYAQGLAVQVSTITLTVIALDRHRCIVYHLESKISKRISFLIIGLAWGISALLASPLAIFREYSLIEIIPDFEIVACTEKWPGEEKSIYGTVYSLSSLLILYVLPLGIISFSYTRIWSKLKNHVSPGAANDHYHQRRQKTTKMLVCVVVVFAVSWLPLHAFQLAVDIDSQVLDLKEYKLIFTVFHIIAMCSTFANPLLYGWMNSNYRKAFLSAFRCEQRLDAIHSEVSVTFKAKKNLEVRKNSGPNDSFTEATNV
Numbers without * were called inactive; & = joins results of further samples; [ ] = dose if it differs, or a comment.

For O=C(Nc1nc(-c2ccccc2)nc2ccccc12)c1ccc(F)cc1 the results were eIF4E 4G PPI 8, NPY-Y1 antag 7, S1P4 ag -1.9, NPY-Y1 PAM-ag -2, EP2 modulator 11, S1P4 antagonist -21, p97 ATPase inh 4, PGE2 EP2 inh 1 and NPY2 pot ag -11.
For CCOC(=O)C1=C(N)Oc2cc(C)n(C)c(=O)c2C1c1ccncc1 (stereo not given) the results were eIF4E 4G PPI 2, NPY-Y1 antag 3, S1P4 ag 0.2, NPY-Y1 PAM-ag 0, EP2 modulator 24, S1P4 antagonist -7, p97 ATPase inh 3, PGE2 EP2 inh 1 and NPY2 pot ag -5.
For Cc1nn(S(=O)(=O)N(C)C)c(C)c1CN1C(=O)c2ccccc2C1=O the results were eIF4E 4G PPI 1, NPY-Y1 antag 4, S1P4 ag -0.7, NPY-Y1 PAM-ag 2, EP2 modulator -8, S1P4 antagonist -6, p97 ATPase inh 3, PGE2 EP2 inh 8 and NPY2 pot ag 3.
CCn1cc(C(=O)NCc2ccc3c(c2)OCO3)c(=O)c2cc(S(=O)(=O)N(C)C)ccc21 was read as eIF4E 4G PPI 0, NPY-Y1 antag 6, S1P4 ag 0.3, NPY-Y1 PAM-ag -23, EP2 modulator -5, S1P4 antagonist -9, p97 ATPase inh 5, PGE2 EP2 inh 10 and NPY2 pot ag 2.
For Cc1nc2nc[nH]n2c(=O)c1NC(=O)CCc1ccccc1 the results were eIF4E 4G PPI -6, NPY-Y1 antag 0, S1P4 ag 1.8, NPY-Y1 PAM-ag 0, EP2 modulator 19, S1P4 antagonist -29, p97 ATPase inh 0, PGE2 EP2 inh 11 and NPY2 pot ag 9.
Cc1cc(NS(=O)(=O)c2ccccc2)n(-c2ccccc2)n1 was read as eIF4E 4G PPI -3, NPY-Y1 antag 4, S1P4 ag -1.2, NPY-Y1 PAM-ag -22, EP2 modulator 6, S1P4 antagonist 5, p97 ATPase inh 5, PGE2 EP2 inh 4 and NPY2 pot ag 0.
Screening C(=N\N1CCOCC1)/c1nc(-c2ccccc2)n2ccccc12 returned eIF4E 4G PPI 18, NPY-Y1 antag 2, S1P4 ag 1.3, NPY-Y1 PAM-ag -2, EP2 modulator -2, S1P4 antagonist -4, p97 ATPase inh 1, PGE2 EP2 inh 9 and NPY2 pot ag 4.
`Cc1ccc(-c2cc(C(=O)NCc3ccccn3)c3ccccc3n2)cc1` gave eIF4E 4G PPI -2, NPY-Y1 antag 2, S1P4 ag -0.3, NPY-Y1 PAM-ag 9, EP2 modulator -7, S1P4 antagonist 5, p97 ATPase inh 2, PGE2 EP2 inh 11 and NPY2 pot ag -25.
Screening N/C(=N\OS(=O)(=O)c1ccc(Br)cc1)c1ccncc1 returned eIF4E 4G PPI -3, NPY-Y1 antag 2, S1P4 ag 0.6, NPY-Y1 PAM-ag 1, EP2 modulator -8, S1P4 antagonist -18, p97 ATPase inh 1, PGE2 EP2 inh -2 and NPY2 pot ag -4.
CC1=NN(c2cccc(C(=O)O)c2)C(=O)/C1=C\C=C/c1ccccc1 was read as eIF4E 4G PPI -4, NPY-Y1 antag -5, S1P4 ag 0.7, NPY-Y1 PAM-ag 13, EP2 modulator 48, S1P4 antagonist -11, p97 ATPase inh 3, PGE2 EP2 inh 22 and NPY2 pot ag -2.
For N#C/C(=C\c1ccc(Sc2nc3ccccc3[nH]2)o1)c1ccccc1 the results were NPY-Y1 antag 3, S1P4 ag -1.6, NPY-Y1 PAM-ag -28, EP2 modulator -44, S1P4 antagonist 4, p97 ATPase inh 0, PGE2 EP2 inh 15 and NPY2 pot ag 1.
Cc1nn2c(CN(C(=O)CN3CCOCC3)c3ccccc3)nnc2c2ccccc12 was read as eIF4E 4G PPI -2, NPY-Y1 antag 0, S1P4 ag -3.3, NPY-Y1 PAM-ag -3, EP2 modulator 8, S1P4 antagonist 0, p97 ATPase inh -6, PGE2 EP2 inh 11 and NPY2 pot ag 2.
`COC(=O)c1[nH]c2c(c1C)C(=O)CC(c1ccccc1)C2` (stereo not given) gave eIF4E 4G PPI 0, NPY-Y1 antag 1, S1P4 ag 0.4, NPY-Y1 PAM-ag -5, EP2 modulator 5, S1P4 antagonist 4, p97 ATPase inh -4, PGE2 EP2 inh 3 and NPY2 pot ag -23.
For O=C(Nn1c(O)c(C=C2N=c3ccccc3=N2)sc1=S)c1cccc(Cl)c1 the results were eIF4E 4G PPI -6, NPY-Y1 antag -8, S1P4 ag 0.2, NPY-Y1 PAM-ag 30, EP2 modulator 16, S1P4 antagonist -7, p97 ATPase inh 9, PGE2 EP2 inh 14 and NPY2 pot ag 12.
`Cc1ccc(Nc2c(-c3ccco3)nc3nc(C)cc(C)n23)cc1` gave eIF4E 4G PPI 2, NPY-Y1 antag -2, S1P4 ag 0.2, NPY-Y1 PAM-ag 24, EP2 modulator 8, S1P4 antagonist -10, p97 ATPase inh -5, PGE2 EP2 inh 9 and NPY2 pot ag 15.

3 compounds from above, arranged by SMILES length, rising.
Screening C(=N\N1CCOCC1)/c1nc(-c2ccccc2)n2ccccc12 returned eIF4E 4G PPI 18, NPY-Y1 antag 2, S1P4 ag 1.3, NPY-Y1 PAM-ag -2, EP2 modulator -2, S1P4 antagonist -4, p97 ATPase inh 1, PGE2 EP2 inh 9 and NPY2 pot ag 4.
`COC(=O)c1[nH]c2c(c1C)C(=O)CC(c1ccccc1)C2` (stereo not given) gave eIF4E 4G PPI 0, NPY-Y1 antag 1, S1P4 ag 0.4, NPY-Y1 PAM-ag -5, EP2 modulator 5, S1P4 antagonist 4, p97 ATPase inh -4, PGE2 EP2 inh 3 and NPY2 pot ag -23.
For O=C(Nn1c(O)c(C=C2N=c3ccccc3=N2)sc1=S)c1cccc(Cl)c1 the results were eIF4E 4G PPI -6, NPY-Y1 antag -8, S1P4 ag 0.2, NPY-Y1 PAM-ag 30, EP2 modulator 16, S1P4 antagonist -7, p97 ATPase inh 9, PGE2 EP2 inh 14 and NPY2 pot ag 12.

(listing goes on)
For CCc1ccc(N2CC(C(=O)NCc3ccc4c(c3)OCO4)CC2=O)cc1 (stereo not given) the results were eIF4E 4G PPI 6[fluorescence artefact?], NPY-Y1 antag 9, S1P4 ag -0.4, NPY-Y1 PAM-ag -14, EP2 modulator -13, S1P4 antagonist -1, p97 ATPase inh -6, PGE2 EP2 inh 7 and NPY2 pot ag -32.
Screening CCC(=O)NNc1nc2c(Cl)cccc2s1 returned eIF4E 4G PPI -2, NPY-Y1 antag -5, S1P4 ag -1.3, NPY-Y1 PAM-ag 0, EP2 modulator -24, S1P4 antagonist -3, p97 ATPase inh 3, PGE2 EP2 inh 4 and NPY2 pot ag -2.
`O=C(NC1CCCCCC1)c1cc(-c2ccccn2)nc2ccccc12` gave eIF4E 4G PPI 1, NPY-Y1 antag 24*, S1P4 ag 1.4, NPY-Y1 PAM-ag -119, EP2 modulator -15, S1P4 antagonist 1, p97 ATPase inh -7, PGE2 EP2 inh 5 and NPY2 pot ag -72.
CCOCCCNC(=S)N1CCCC(c2nc3ccc(C)cc3[nH]2)C1 (stereo not given) was read as eIF4E 4G PPI -1, NPY-Y1 antag 4, S1P4 ag 0.6, NPY-Y1 PAM-ag -8, EP2 modulator -27&0, S1P4 antagonist 0, p97 ATPase inh 0, PGE2 EP2 inh 4&7 and NPY2 pot ag -6.
Screening CCOc1c2ccc(C(=O)NC3CCCc4ccccc43)cc2nn1C (stereo not given) returned eIF4E 4G PPI 7[fluorescence artefact?], NPY-Y1 antag 1, S1P4 ag 1.6, NPY-Y1 PAM-ag -6, EP2 modulator -10, S1P4 antagonist -1, p97 ATPase inh 2, PGE2 EP2 inh 20 and NPY2 pot ag -2.
For COC1(c2cc(-c3ccccc3)nc(N)n2)CCCCC1 the results were eIF4E 4G PPI 1, NPY-Y1 antag 1, S1P4 ag 1.4, NPY-Y1 PAM-ag 12, EP2 modulator 8, S1P4 antagonist -3, p97 ATPase inh 1, PGE2 EP2 inh 12 and NPY2 pot ag 23.
CCOC(=O)c1cnc2ccc(OC)cc2c1Nc1ccc2c(c1)OCCO2 was read as eIF4E 4G PPI -2[fluorescence artefact?], NPY-Y1 antag 39*, S1P4 ag 3.9, NPY-Y1 PAM-ag -33, EP2 modulator 33, S1P4 antagonist -1, p97 ATPase inh -7, PGE2 EP2 inh 23 and NPY2 pot ag -14.
For CN(C)C(=S)Nc1ccc(S(=O)(=O)N2CCCCC2)cc1 the results were eIF4E 4G PPI 2, S1P4 ag 0.4, NPY-Y1 PAM-ag -7, EP2 modulator -21, S1P4 antagonist 4, p97 ATPase inh 4, PGE2 EP2 inh 2 and NPY2 pot ag 8.
`CCOC(=O)C1=c2/c(=C/c3ccncc3)c(N)c(C(=O)OC)n2C(=O)C(c2ccncc2)S1` (stereo not given) gave eIF4E 4G PPI 13, NPY-Y1 antag 14, S1P4 ag -2.1, NPY-Y1 PAM-ag 5, EP2 modulator 10, S1P4 antagonist 0, p97 ATPase inh 3, PGE2 EP2 inh 8 and NPY2 pot ag 1.
`N#Cc1c(N)nc2c(c1N)CC(=O)N2c1ccccc1-c1ccccc1` gave eIF4E 4G PPI -11[fluorescence artefact?], NPY-Y1 antag -1, S1P4 ag 1.4, NPY-Y1 PAM-ag -6, EP2 modulator 13, S1P4 antagonist 1, p97 ATPase inh 6, PGE2 EP2 inh 9 and NPY2 pot ag 15.
Screening Cc1ccc(N2C(N)=C(C#N)C(c3cc(CN4CCOCC4)cs3)C3=C2CC(C)(C)CC3=O)cc1 (stereo not given) returned eIF4E 4G PPI -7, NPY-Y1 antag 2, S1P4 ag 0.9, NPY-Y1 PAM-ag 21, EP2 modulator -10, S1P4 antagonist 4, p97 ATPase inh 0, PGE2 EP2 inh 6 and NPY2 pot ag 7.
For Cc1ccc(C)c(S(=O)(=O)NCc2ccc(C(=O)N3CC(C)OC(C)C3)cc2)c1 (stereo not given) the results were eIF4E 4G PPI 2[fluorescence artefact?], NPY-Y1 antag 6, S1P4 ag 4.3, NPY-Y1 PAM-ag -6, EP2 modulator 18, S1P4 antagonist -20, p97 ATPase inh -4, PGE2 EP2 inh 20 and NPY2 pot ag -7.
For Cc1nn(C)cc1C(=O)Nc1ccccc1Br the results were eIF4E 4G PPI 1, NPY-Y1 antag 1, S1P4 ag 0.5, NPY-Y1 PAM-ag 14, EP2 modulator -19, S1P4 antagonist -8, p97 ATPase inh 3, PGE2 EP2 inh 5 and NPY2 pot ag 2.
Screening COCCNC(=O)CCSc1nc(-c2ccc(OC)cc2)cc(C(F)(F)F)n1 returned eIF4E 4G PPI 5[fluorescence artefact?], NPY-Y1 antag 1, S1P4 ag 0.7, NPY-Y1 PAM-ag -34, EP2 modulator -68&2, S1P4 antagonist -27, p97 ATPase inh -3, PGE2 EP2 inh 13&14 and NPY2 pot ag -10.
Screening CC1=C(C(=O)NCc2ccc(Cl)cc2)C2(CCC(C)CC2)OC1=O (stereo not given) returned eIF4E 4G PPI -4, S1P4 ag -1.0, NPY-Y1 PAM-ag 18, EP2 modulator 15, S1P4 antagonist -7, p97 ATPase inh 0, PGE2 EP2 inh 4 and NPY2 pot ag -1.
Screening CN(C)S(=O)(=O)c1cccc(NC(=O)CSc2ncnc3ccccc23)c1 returned eIF4E 4G PPI 5, S1P4 ag 0.5, NPY-Y1 PAM-ag 24, EP2 modulator -30, S1P4 antagonist -18, p97 ATPase inh 5, PGE2 EP2 inh 11 and NPY2 pot ag 20.
For Cc1ccc(C2=NN(CC(=O)NCc3ccccn3)C(=O)CC2)cc1 the results were eIF4E 4G PPI 0, NPY-Y1 antag -2, S1P4 ag -0.1, NPY-Y1 PAM-ag 7, EP2 modulator -7, S1P4 antagonist -10, p97 ATPase inh 0, PGE2 EP2 inh 4 and NPY2 pot ag 14.

Source: PubChem

An excerpt; count on the stated rates, not on these rows.
